HDAC3 inh – HDAC3 deacetylase inhibitors, primary screen, biochemical, fluorescence, cell-free homogeneous. Histone deacetylase 3 (Homo sapiens), O15379. recombinant HDAC3, fluorogenic peptide/trypsin coupled. inhibition, % at 8.3 µM. 0.15% of 320,000 active. AID 2718, 2010; in the data active = inhibition above about 26%, passing the limit was not always enough; inconclusive = no clear call, values can overlap the other calls
Target sequence (O15379 whole entry, looked up): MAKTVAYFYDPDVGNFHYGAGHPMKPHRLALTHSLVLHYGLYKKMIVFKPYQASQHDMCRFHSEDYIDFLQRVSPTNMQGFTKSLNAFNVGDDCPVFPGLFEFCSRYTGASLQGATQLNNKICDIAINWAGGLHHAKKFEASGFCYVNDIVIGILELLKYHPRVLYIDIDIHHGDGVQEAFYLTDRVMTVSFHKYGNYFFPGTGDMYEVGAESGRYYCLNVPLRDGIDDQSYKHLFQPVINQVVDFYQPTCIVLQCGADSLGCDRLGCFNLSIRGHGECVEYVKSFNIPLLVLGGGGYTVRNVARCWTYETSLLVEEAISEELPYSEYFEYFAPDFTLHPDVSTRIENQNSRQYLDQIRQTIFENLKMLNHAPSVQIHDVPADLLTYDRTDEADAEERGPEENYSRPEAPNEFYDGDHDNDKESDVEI
ANO1 activ – TMEM16A chloride channel activators or potentiators, primary screen, cell-based, HTS | Anoctamin-1 (Mus musculus), Q8BHY3 | HEK293 TMEM16A/YFP-H148Q/I152L, iodide quench fluorescence; hits give low values | B-score at 10 µM | 0.3% of 340,000 active | AID 623877, 2012;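 active = fluorescence-ratio B-score plate-corrected deviation score at least 3 library SD below zero, with starting fluorescence score within 5 deviations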;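 note: channel opened by trigger with iodide after compound preincubation; score built on the fluorescence ratio of max minus min over baseline; more negative score means more quench and so TMEM16A activation or potentiation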
KCNK3 block – human KCNK3 channel inhibitors, primary screen, CHO cells, FluxOR thallium flux, B-score; B-score at 10 µM; FluxOR fluorescence; hits give low values; 0.84% of 340,000 active;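 active = B-score under library mean minus 4 SD, starting fluorescence ratio at most library mean plus 5 SD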;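 note: more negative B-score means stronger inhibition of thallium flux through KCNK3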
Target sequence (O14649 whole entry, looked up): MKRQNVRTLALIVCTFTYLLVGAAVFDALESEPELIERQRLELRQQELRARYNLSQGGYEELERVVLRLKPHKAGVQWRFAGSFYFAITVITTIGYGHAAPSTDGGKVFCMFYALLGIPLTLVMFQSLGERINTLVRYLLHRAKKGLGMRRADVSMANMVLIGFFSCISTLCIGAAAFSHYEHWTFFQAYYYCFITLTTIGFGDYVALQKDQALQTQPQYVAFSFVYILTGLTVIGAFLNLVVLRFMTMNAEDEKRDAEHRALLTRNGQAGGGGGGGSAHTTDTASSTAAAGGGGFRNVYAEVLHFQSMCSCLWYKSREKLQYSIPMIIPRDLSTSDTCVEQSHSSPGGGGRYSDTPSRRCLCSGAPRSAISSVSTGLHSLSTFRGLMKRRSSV
Starred values were filed as active, the others as inactive; i = inactive; ? = inconclusive. This is a subset. The share of hits here may be higher or lower than overall.

SMILES	HDAC3 inh	ANO1 activ	KCNK3 block
CC1CCCCN1C(=O)COC(=O)Cc1c[nH]c2ccccc12 (stereo not drawn)	1	i	i
Cn1cncc1C#Cc1ccc2cc(CCO)oc(=O)c2c1	-2	i	i
COc1ccc(-c2cc(C(=O)NC(C)c3ccccn3)c3ccccc3n2)cc1OC (stereo not drawn)	1	i	i
NS(=O)(=O)c1ccc(NC(=O)c2ccc(Cl)c(S(=O)(=O)NCc3ccco3)c2)cc1	1	i	i
CCCCn1nc(C(=O)N(CCOC)c2c(N)n(CCCC)c(=O)[nH]c2=O)c2ccccc2c1=O	2	i	i
C[C@@H]1COC(=O)[C@@H](CC(=O)OC(C)(C)C)C/C=C\C[C@H](CC(=O)N(CCO)Cc2ccccc2)C(=O)N1	-9	i	i
CCN(CC)S(=O)(=O)c1ccc(Cl)c(NC(=O)COC(=O)c2nc3nc(C)cc(C)n3n2)c1	-5	i	i
CC(C)NC(=O)N(C)C[C@H]1Oc2c(NS(=O)(=O)c3cn(C)cn3)cccc2C(=O)N([C@H](C)CO)C[C@@H]1C	-1	i	i
CC(=O)c1cccc(NC(=O)COC(=O)CCC(=O)c2ccc(F)cc2)c1	-2	i	i
CN(C(=O)CSc1nnc2n1CCCCC2)C1(C#N)CCCCC1	-3	i	i
CC(C)n1nnnc1SCC(=O)c1c(N)n(C2CC2)c(=O)[nH]c1=O	-1	i	i
O=C(CCNC(=O)c1ccccc1)Nc1ccc(S(=O)(=O)Nc2ncccn2)cc1	6	i	i
COC(=O)[C@]1(C)N[C@H](CN(C)C(=O)Nc2ccccc2)[C@@H]2C(=O)N(C)C(=O)[C@@H]21	2	i	i
CCN(CC)S(=O)(=O)c1ccc(N2CC(C(=O)NCCC3=CCCCC3)CC2=O)cc1 (stereo not drawn)	4	i	i
CC(=O)Oc1cccc(/C=N\NC(=O)C(=O)N/N=C/c2cccc(OC(C)=O)c2)c1	2	i	i
O=C(COc1cccc(C(F)(F)F)c1)NCC(c1cccs1)N1CCOCC1 (stereo not drawn)	5	i	i
Cc1ccc(NC(=O)CSCC(=O)NC2=NCCS2)cc1	4	i	i
CC(=O)c1ccc(NC(=O)CN2C(=O)NC(C)(c3ccc4c(c3)OCCO4)C2=O)cc1 (stereo not drawn)	-1	i	i
COCCn1c(SCC(=O)NC2CC2)nc2ccccc21	-8	i	i
COc1ccc2ccc(OCC(=O)N3c4ccccc4NC(=O)CC3C)cc2c1 (stereo not drawn)	-4	i	i
Cc1cc(C)n2nc(C(=O)Nc3ccc4c(c3)OCCO4)nc2n1	15	i	i
COC(=O)c1ccc(/C=C/C(=O)OCC(=O)Nc2sccc2C(N)=O)cc1	2	i	i
CSc1ncccc1C(=O)OCC(=O)NC1CCCc2ccccc21 (stereo not drawn)	-3	i	i
CC(C)Cn1c(SCC(=O)O)nnc1-c1cccc(S(=O)(=O)N2CCOCC2)c1	-2	i	i
O=c1oc([C@@H](O)c2ccccc2)cc2ccccc12	0	i	i
Continued.
SMILES	HDAC3 inh	ANO1 activ	KCNK3 block
COc1ccc(OC)c(NC(=O)COC(=O)CC2CCCCC2)c1	5	i	i
CC1(C)Oc2ccc3ccc(=O)oc3c2[C@H](O)[C@H]1O	-27	i	i
Cc1ccc(C)c(NC(=O)CN(C)C(=O)c2ccc3c(=O)n4c(nc3c2)CCC4)c1	2	i	i
CCOC(=O)[C@H]1[C@H]2COc3ccc(Br)cc3[C@@H]2N2C(=O)c3c(C)cc(C)cc3NC(=O)[C@@]12C	7	i	i
O=C(NNC(=O)c1ccc([N+](=O)[O-])cc1)c1ccc(NS(=O)(=O)c2cccs2)cc1	1	i	i
CCOc1ccccc1NC(=O)c1ccc(S(=O)(=O)N(C)c2ccccc2)cc1	-4	i	i
CS(=O)(=O)c1ccc(Cl)c(C(=O)OCC(=O)NC2CCCCCCC2)c1	6	i	i
CC(c1ccccc1)N(C)CC(=O)NC(=O)NCCC1=CCCCC1 (stereo not drawn)	3	i	i
Cc1cc(NC(=O)c2ccco2)sc1C	8	i	i
CCN(CC(=O)Nc1c(F)cccc1F)C(=O)c1ccc(S(=O)(=O)N2CCC(C)CC2)cc1	-6	i	i
O=C(c1cccc(S(=O)(=O)N2CCOCC2)c1)N1CCN(C/C=C/c2ccccc2)CC1	-1	i	i
CCOC(=O)N1CCN(C(=O)CN2C(=O)NC(C)(c3ccc4ccccc4c3)C2=O)CC1 (stereo not drawn)	6	i	i
COc1ccccc1NC(=O)COC(=O)c1ccc2ccccc2n1	-1	i	i
Cc1nc(N2CCN(S(=O)(=O)c3ccccc3C#N)CC2)c2c(-c3ccccc3)csc2n1	7	i	i
O=C(CN1C(=O)NC2(CCOc3ccccc32)C1=O)NCCc1ccc(F)cc1 (stereo not drawn)	4	i	i
Cc1ccc(C(=O)NC(C)CCc2ccccc2)cc1S(=O)(=O)N1CCOCC1 (stereo not drawn)	2	i	i
CCOC(=O)N1CCN(c2ccc(S(=O)(=O)N3CCOCC3)cn2)CC1	0	i	i
COCCn1c(SCC(=O)NC(=O)NC2CCCCC2)nc2ccccc2c1=O	1	i	i
CC1CCCN(C(=O)c2cc(-c3ccco3)nc3ccccc23)C1 (stereo not drawn)	-87	i	i
CCC(=O)c1ccc(OCC(=O)NC2CCN(Cc3ccccc3)CC2)cc1	-3	i	i
CN1CCN(S(=O)(=O)c2cccc(C(=O)N(C)Cc3c(F)cccc3Cl)c2)CC1	-4	i	i
CCCCn1c(N)c(N(CCC(C)C)C(=O)c2ccc3ccccc3c2)c(=O)[nH]c1=O	-5	i	i
O=C(O)/C(=C\c1cccc(O)c1)c1ccc(S(=O)(=O)N2CCCC2)s1	-3	i	i
COc1ccc(S(=O)(=O)N2CCc3ccccc32)cc1C(=O)N1CCN(C=O)CC1	-2	i	i
CCOC(=O)c1ccc(S(=O)(=O)n2c(=O)oc3ccccc32)cc1	0	i	i

Taken from above.
O=C(c1cccc(S(=O)(=O)N2CCOCC2)c1)N1CCN(C/C=C/c2ccccc2)CC1 in HDAC3 inh is entered as -1
Cc1ccc(C(=O)NC(C)CCc2ccccc2)cc1S(=O)(=O)N1CCOCC1 (stereo not drawn) in HDAC3 inh is entered as 2
COCCn1c(SCC(=O)NC(=O)NC2CCCCC2)nc2ccccc2c1=O in HDAC3 inh is entered as 1
CC(c1ccccc1)N(C)CC(=O)NC(=O)NCCC1=CCCCC1 (stereo not drawn) in HDAC3 inh is entered as 3
CC1CCCN(C(=O)c2cc(-c3ccco3)nc3ccccc23)C1 (stereo not drawn) in HDAC3 inh is entered as -87

Further compounds:
SMILES	HDAC3 inh	ANO1 activ	KCNK3 block
O=C(OC1CCOC1=O)c1ccccc1C(=O)c1ccc(Cl)c([N+](=O)[O-])c1 (stereo not drawn)	4	i	i
O=C(/C=C/c1cccc(F)c1)Nc1cc(S(=O)(=O)N2CCOCC2)ccc1Cl	1	i	i
CC(C)(C)OC(=O)N1CCCC(C(=O)Nc2cccc(C(=O)N3CCCC3)c2)C1 (stereo not drawn)	3	i	i
CN(C)c1cccc(C(=O)NNC(=O)/C=C/c2cccs2)c1	6	i	i
COc1cc(OC)cc(C(=O)N[C@H](C(=O)NC2=NCCS2)C(C)C)c1	-1	i	i
CCN(CC(=O)Nc1ccccc1C(F)(F)F)C(=O)c1ccc2c(=O)n3c(nc2c1)CCC3	1	i	i
COc1ccc(Cl)cc1C(=O)NNC(=O)CSc1nncn1C	8	i	i
O=C(OCCc1cc2ccccc2c(=O)o1)c1ccc(F)cc1	4	i	i
O=C(O)c1cc(S(=O)(=O)Nc2ccc3cn[nH]c3c2)ccc1O	-2	i	i
CCOc1ccc(NC(=O)COC(=O)CC2CCCCC2)cc1	3	i	i
O=C(NCc1ccccc1)c1ccc(NS(=O)(=O)c2cccs2)cc1	-8	i	i
O=C1CN(C(=O)COC(=O)c2cccc(Br)c2)c2ccccc2N1	-4	i	i
CC(C)=CCC[C@](C)(O[C@@H]1O[C@H](CO[C@@H]2OC[C@@H](O)[C@H](O)[C@H]2O)[C@@H](O)[C@H](O)[C@H]1O)C1CC[C@]2(C)C1[C@H](O)CC1[C@@]3(C)CC[C@H](O[C@@H]4O[C@H](CO)[C@@H](O)[C@H](O)[C@H]4O)C(C)(C)C3CC[C@]12C (stereo partly drawn)	1	i	i
CCCCc1nnc(NC(=O)CCS(=O)(=O)c2ccc(Cl)cc2)s1	-3	i	i
COc1cc(OC)cc(-c2c(-c3cccs3)c3cc(-c4ccc(C(N)=O)cc4)ccc3n2C)c1	-3	i	i
CC(NC(=O)CN1C(=O)NC2(CCCCC2C)C1=O)c1ccccc1 (stereo not drawn)	-3	i	i
Cn1nnnc1SCC(=O)N1N=C(c2cccs2)CC1c1cccs1 (stereo not drawn)	2	i	i
O=C(CN1C(=O)NC2(CCc3ccccc32)C1=O)NCC(=O)Nc1ccc(F)cc1 (stereo not drawn)	4	i	i
O=C(Nc1cccc(S(=O)(=O)N2CCCCC2)c1)c1cc(=O)[nH]c2ccccc12	0	i	i
Cc1ccc(C(=O)Nc2nc(-c3ccccn3)cs2)s1	2	i	i
COc1ccccc1OCCNC(=O)C1CC(=O)N(Cc2ccccc2)C1 (stereo not drawn)	-8	i	i
Cc1ccccc1[C@@H](NC(=O)OC(C)(C)C)C(=O)OC(C)(C)C	-4	i	i
C[C@]12c3[nH]c4ccccc4c3CCN1C(=O)C(CC(=O)NCC13CC4CC(CC(C4)C1)C3)C[C@@H]2C(=O)N1CCCCC1 (stereo partly drawn)	?	i	i
C[C@H](NC(=O)c1nc[nH]c1C(=O)N(C)Cc1ccccc1)c1ccccc1	-2	i	i
COc1cccc(-n2cnnc2SCC(=O)NC2CC2)c1	0	i	i
Additional entries follow:
SMILES	HDAC3 inh	ANO1 activ	KCNK3 block
COc1cccc(CN(C)C(=O)c2ccc(OCC(=O)N3CCOCC3)c(OC)c2)c1	4	i	i
CC1CCCC(C)N1C(=O)COC(=O)CCC(=O)c1ccc(F)cc1 (stereo not drawn)	0	i	i
CCN(CC(=O)NCc1cccs1)C(=O)Cc1ccc(Cl)c(Cl)c1	-2	i	i
C[C@H]1COC(=O)[C@H](Cc2ccc(F)cc2)C/C=C\C[C@@H](CC(=O)NCCO)C(=O)N1	-2	i	i
C[C@@H]1CN([C@H](C)CO)C(=O)c2cc(NC(=O)C3CCCCC3)ccc2O[C@@H]1CN(C)Cc1ccc(C(F)(F)F)cc1	12	i	i
Cc1c(Cl)cccc1NC(=O)CNC(=O)c1ccc2c(c1)OCCO2	-4	i	i
Cc1cc(NC(=O)C(C)Sc2nnc(NCc3ccco3)s2)no1 (stereo not drawn)	4	i	i
CCN(c1ccccc1)S(=O)(=O)c1ccc2c(c1)OCCO2	-6	i	i
CC(C)C[C@@H]1CN=C(N)N1C[C@@H]1CCCN1C[C@H](C)N1C[C@@H](Cc2ccccc2)N(CCc2ccc(Cl)c(Cl)c2)C1=N	-4	i	i
CC(C(=O)N1CCCCC1)N1CCN(S(=O)(=O)c2ccc(Cl)cc2)CC1 (stereo not drawn)	-4	i	i
CCCCN1C(=N)N([C@@H](C)CN2CCC[C@H]2CN2C(N)=NC[C@H]2CC(C)C)C[C@H]1[C@H](C)CC	0	i	i
CC(=O)c1ccc(NC(=O)C(C)Sc2nnc(C3CC3)n2C2CC2)cc1 (stereo not drawn)	18	i	i
CCOc1ccc(C(=O)COC(=O)c2nc3nccc(C)n3n2)cc1	0	i	i
O=C(CN1C(=O)NC(c2ccccc2)(c2ccccc2)C1=O)N1CCN(c2ccc(F)cc2)CC1	5	i	i
O=C1Cc2cc(S(=O)(=O)N3CCNCC3)ccc2N1	-3	i	i
CCCn1c(N)c(C(=O)CSc2nnc(-c3ccoc3C)n2C)c(=O)n(C)c1=O	-1	i	i
Cc1cccc(CNc2ncnc3ccc(-c4cccnc4)cc23)c1	0	i	i
CN(CC(=O)NCC(=O)Nc1ccc(F)cc1)C1CCS(=O)(=O)C1 (stereo not drawn)	3	i	i
CC(C)[C@H](NS(=O)(=O)c1ccccc1)C(=O)OCC(=O)Nc1cccc(S(N)(=O)=O)c1	11	i	i
CCN(Cc1nc2ccccc2c(=O)[nH]1)C(=O)c1cc(C2CC2)nn1-c1ccccc1	1	i	i
N#Cc1cccc(NC(=O)COC(=O)Cn2nc(-c3ccccc3)oc2=O)c1	4	i	i
O=C(Nc1cccc(S(=O)(=O)N2CCCCC2)c1)C1CCCC1	3	i	i
COc1cccc(/C=C/C(=O)c2ccc3c(c2)OCO3)c1OC	9	i	i
O=C(COc1ccc(F)cc1Br)NCC1COc2ccccc2O1 (stereo not drawn)	-4	i	i
Cc1[nH]c(SCC(=O)Nc2cc(C(N)=O)cc(C(N)=O)c2)nc1Cc1ccccc1	-1	i	i
Cc1nc(SCc2nc3ccc(C(F)(F)F)cc3[nH]2)c2oc3ccccc3c2n1	19	i	i

Random excerpt: 6 compounds from above
SMILES	HDAC3 inh	ANO1 activ	KCNK3 block
CCN(Cc1nc2ccccc2c(=O)[nH]1)C(=O)c1cc(C2CC2)nn1-c1ccccc1	1	i	i
O=C1Cc2cc(S(=O)(=O)N3CCNCC3)ccc2N1	-3	i	i
C[C@@H]1CN([C@H](C)CO)C(=O)c2cc(NC(=O)C3CCCCC3)ccc2O[C@@H]1CN(C)Cc1ccc(C(F)(F)F)cc1	12	i	i
CC1CCCC(C)N1C(=O)COC(=O)CCC(=O)c1ccc(F)cc1 (stereo not drawn)	0	i	i
COc1cccc(CN(C)C(=O)c2ccc(OCC(=O)N3CCOCC3)c(OC)c2)c1	4	i	i
O=C(COc1ccc(F)cc1Br)NCC1COc2ccccc2O1 (stereo not drawn)	-4	i	i

Compound activity: PubChem, several laboratories
